GalR3 antag: human GalR3 antagonism; AID 651719; O60755; inhibition, % at 3 µM; HEK293 GalR3-CNG cAMP membrane potential fluorescence; galR3 body fused to GalR1 C-terminus; actives 0.44% (n = 360,000);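 active means inhibition above the screen-wide average plus 3 SD, cut at about 13% in these data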;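 further: forskolin and galanin both at EC90 stimulate the cells; cAMP rise reported by CNG channel membrane potential dye signal; 0% = forskolin plus galanin with DMSO and 100% = forskolin alone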
Target sequence (O60755 1-299 limits assumed): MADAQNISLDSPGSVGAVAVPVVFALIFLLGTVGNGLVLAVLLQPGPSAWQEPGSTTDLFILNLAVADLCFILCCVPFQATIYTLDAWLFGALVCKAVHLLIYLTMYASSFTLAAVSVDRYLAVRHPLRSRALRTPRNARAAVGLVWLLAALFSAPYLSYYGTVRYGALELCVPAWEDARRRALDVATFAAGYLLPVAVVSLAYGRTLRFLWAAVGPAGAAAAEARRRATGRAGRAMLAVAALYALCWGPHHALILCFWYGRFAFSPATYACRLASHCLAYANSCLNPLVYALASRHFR
* marks the source's active call; other numbers are inactive results.

GalR3 antag,SMILES
-5,O=C1c2ccccc2/C(=C\c2ccc(O[C@@H]3CCCCO3)cc2)N1c1ccccc1
-10,Oc1cccc(N2CCN(c3cccc(O)c3)CC2)c1
-5,Nc1ncnc2c1ncn2[C@@H]1O[C@H](CNC(=O)[C@H](N)Cc2cscn2)[C@@H](O)[C@H]1O
-7,Cc1ccc(C(=O)N2CCN(c3ccc4c(c3)C3CC4CCN3C(=O)OCc3ccccc3)CC2)cc1 (centres undefined)
-12,CC(=O)OC1C(=O)N(Cc2ccccc2)C1c1ccc(C)cc1 (centres undefined)
4,Cc1cccc(NC(=O)CN(CC2CCCO2)C(=O)c2cc3ccccc3o2)c1C (centres undefined)
4,O=C(O)c1cn(-c2ccc(F)cc2)c2cc(N3CCNCC3)c(F)cc2c1=O
-2,COc1ccc(Nc2nnc(SCC(=O)N(CC(C)C)C3CCS(=O)(=O)C3)s2)cc1 (centres undefined)
1,COC(=O)[C@@]12C[C@@H](CC(=O)N3CCN(C(=O)c4ccco4)CC3)C(=O)N(CCc3ccc(OC)c(OC)c3)C1=CCC(C)(C)C2
1,COc1cccc(CN(C)C[C@H]2OCc3cnnn3CCCC(=O)N([C@H](C)CO)C[C@@H]2C)c1
-5,O=C(CCSCCC(=O)NN=Cc1ccccc1O)NN=Cc1ccccc1O
-5,CN(C)C(=O)CCc1ccc2c3c([nH]c2c1)[C@]1(C)[C@@H](C(=O)N2CCCCC2)C[C@H](CC(=O)NCCc2ccccn2)C(=O)N1CC3
-2,CN(C)c1cccc(CNC(=O)c2csc(COCCO)n2)c1
-5,O=[N+]([O-])c1ccc(NS(=O)(=O)c2ccc(Cl)c(Cl)c2)cc1
-5,COc1cccc(S(=O)(=O)N2C[C@H](O)COC[C@H]3O[C@@H](CC(=O)N4CCN(C)CC4)CC[C@@H]32)c1
-6,CCOC(=O)CCN(C(=O)Nc1ccccc1)C1CCCCC1
-5,NC(=O)c1cccc(-c2ccnc3c2CC(C(=O)NCCC(F)(F)F)O3)c1 (centres undefined)
-7,O=C(Nc1nc2ccccc2s1)c1ccc2sc([C@H]3C[C@H](O)[C@@H](CO)O3)nc2c1
-4,NC(COCc1ccccc1)c1csc(Nc2cc(NCCCO)ncn2)n1 (centres undefined)
-9,CCc1ccccc1-n1ncc(C(=O)Nc2ccc(OC)cc2)c1C
-5,CCN(CC)CCCN1C(=O)C(=O)/C(=C(/O)c2c(C)nc3ccccn23)C1c1ccc(C)o1 (centres undefined)
-5,COc1ccc(-c2ccc3c(c2)c(Sc2ccccc2)c(-c2ccccc2)n3C)cc1
-7,CN(C)C(=O)c1ccc(SC(=S)NCc2ccccc2)cc1
-1,Cc1nc2cc(C)c(C)cc2o1
-1,Cc1ccc(Cn2cc(CN3CC(N4CCN(Cc5ccccc5F)CC4)CS3(=O)=O)nn2)cc1 (centres undefined)
-7,Cc1cc(=O)n(Cc2ccco2)c(=S)[nH]1
-2,CN(C)c1ccc(C=NNC(=S)Nc2ccc(F)cc2)cc1
-9,Cc1ccc(C=NNc2ccc([N+](=O)[O-])cn2)cc1
1,COc1ccc(-c2ccc(CN3C(C)C(=O)N(Cc4cn(CCC5OCCO5)nn4)CCS3(=O)=O)cc2)cc1OC (centres undefined)
-7,Cc1ccc([C@H]2N[C@]3(CCCN(Cc4ccco4)C3=O)[C@H]3C(=O)N(C)C(=O)[C@@H]23)cc1
-5,Cc1cc(C(=O)N2CCc3ccccc3C2)c(C)o1
-5,C=C(C)Cn1c2ccc(NC(=S)NCc3ccccc3F)cc2c(=O)n1C
-7,O=c1cc2c(c(-c3ccccc3)n1Cc1ccccc1)[C@H](CCO)NC2
-7,CCc1nc2ccc(C(=O)N3CCN(S(=O)(=O)CC)CC3)cn2c1N(CC)CCOC
-6,COC(=O)c1cc2c(c3c4cc(OC)ccc4n(S(C)(=O)=O)c13)C(=O)N(C)C2
-1,Cc1cn(CC(=O)NCCCn2ccnc2)c(=O)[nH]c1=O
-6,C[C@@H]1CN([C@H](C)CO)C(=O)c2cc(Br)cnc2O[C@H]1CN(C)Cc1ccccc1
-5,COC(=O)[C@]12CCCCC=C1N(Cc1ccccc1)C(=O)[C@H](CC(=O)N1CCN(C(=O)c3ccco3)CC1)C2
-4,N#Cc1ccc(CN2CCN(C(=O)CNC(=O)Cc3ccccc3)CC2)cc1
-1,CC(C)(C)C(=O)NCc1ccc(C(=O)CSc2nnc3n2CCCCC3)s1
-3,CCOC(=O)[C@]12CCC=C1N(Cc1ccco1)C(=O)[C@H](CC(=O)N1CCCC1)C2
-7,CCCCn1c(N)c(N(CCC(C)C)C(=O)CSc2nc3ccccc3s2)c(=O)[nH]c1=O
-6,O=C1Nc2ccccc2C(=O)N(C2CCCC2)C1C(=O)NC1CC1 (centres undefined)
4,O=C(CSc1ncccn1)N(Cc1cccnc1)C(CCc1ccccc1)c1nc2ccccc2[nH]1 (centres undefined)
-8,C=CCC[C@H](CCCCC)OC(=O)/C=C/[C@H](O)[C@@H](O)C[C@@H](O)CC=C
-6,Cc1ccc(NC(=O)COC(=O)Cn2c(C)csc2=O)cc1S(=O)(=O)N1CCOCC1
-6,COCCn1c(SCC(=O)Nc2ccc(F)cc2F)nc2c(c1=O)SCC2
-7,CCN(CC)CCN(C)C(=O)c1[nH]c(C(F)(F)F)nc1-c1ccccc1
0,CC(=O)Nc1ccc(NC(=O)CCc2c(C)noc2C)cc1
-7,O=C1NC(c2cccc(OCc3ccccc3)c2)Nc2ccccc21 (centres undefined)
-8,O=C1c2cccc(NCCCNCCO)c2C(=O)c2cccc(NCCCNCCO)c21
2,CC(C)C[C@H]1COc2cc(NCCCN3CCOCC3)ccc2S(=O)(=O)N1
-5,Cc1ccccc1CN1C(=O)c2ccccc2C1c1nnnn1C(C)C (centres undefined)
-4,CC(C)n1c(=O)[nH]c(=O)n1C(C)C
-5,O=C(c1cccc(-c2cccc3nccn23)c1)N1CCOCC1
-7,O=c1[nH]cc(C=NNc2ccccc2)c(=O)[nH]1
-6,CC1CN(C(=O)COC(=O)/C=C/c2ccccc2)CC(C)O1 (centres undefined)
-5,C#CCNC(=O)C[C@H]1C[C@@]2(C(=O)OC)C(=C[C@H](C(C)(C)C)O[C@@H]2C)N(CCc2ccc(OC)c(OC)c2)C1=O
-1,COCCNC(=O)C1CCCN(Cc2ccc(C)cc2)CC1 (centres undefined)
-10,COc1ccc(C2CC(=O)C(c3ccc(Cl)cc3)=CN2Cc2ccccc2)cc1 (centres undefined)

New compounds follow
GalR3 antag,SMILES
-1,Cc1ccc(S(=O)(=O)N2C[C@@H]3[C@H]4CC[C@H](C4)[C@@H]3[C@@H](C)[C@H]2c2ccn(Cc3ccccc3)c2)cc1
-7,COCCNC(=O)C1(C)CCCN(C(=O)Cc2ccc3ccccc3c2)C1 (centres undefined)
-4,O=C(NCc1cccc(F)c1)c1[nH]c(C(F)(F)F)nc1-c1ccccc1
-5,O=C(NC1(C(=O)O)CCCC1)C(Cl)Cl
-3,COc1cccc(NC(=O)Nc2nnc([C@H]3C[C@H](O)[C@@H](CO)O3)s2)c1
4,Cc1ccc(NCCCn2cnc3c(OCc4ccccc4)ncnc32)cc1C
-3,CCN(C(=O)COC(=O)/C=C/c1ccc(C)o1)c1c(N)n(Cc2ccccc2)c(=O)[nH]c1=O
3,COc1ccc(NC(=O)C2c3ccccc3OCC(=O)N2C2CC2)cc1 (centres undefined)
-7,COc1ccc2[nH]c3c(c2c1)CCN1C(=O)C(CC(=O)NCCC2=CCCCC2)C[C@H](C(=O)N2CCCCC2)[C@@]31C (some centres undefined)
-9,O=C(NCc1ccccc1)C(c1ccncc1)n1c(=O)c(-c2ccccc2)nc2ccccc21 (centres undefined)
-1,F[B-](F)(F)COCc1ccccc1Br
-5,O=C(Cc1ccc(S(=O)(=O)N2CCOCC2)s1)N1CCN(S(=O)(=O)c2ccccc2F)CC1
-5,Cc1cc(C)c(C2=NOC3c4ccccc4OCC23)c(C)c1 (centres undefined)
-6,O=S(=O)(c1ccccc1)N1CCCc2nc(-c3ccc(Br)cc3)ccc21
-4,CC1(C(=O)NS(=O)(=O)c2ccc(F)cc2F)CCN1C(=O)C1(c2ccc(Cl)cc2)CC1 (centres undefined)
-2,COc1ccc(C(=O)Nc2ccc(N3CCOCC3)cc2)cc1S(=O)(=O)N1CCOCC1
-7,COc1cc2oc(=O)cc(CN3CCCCC3)c2cc1Cl
-9,COc1ccc(C(=O)N2CCCC(CO)C2)cc1OC1CCN(C(C)C)CC1 (centres undefined)
-7,Cc1ccccc1CN1[C@@H](C)[C@H](c2ccccc2)Oc2cccc(NCCc3ccccc3)c2S1(=O)=O
1,O=C(CCNS(=O)(=O)c1ccc(OC(F)(F)F)cc1)N1CCCC1
-2,O=C(Nc1cccc2c1CCCC2)c1cc(C2CCCCN2C(=O)CCCc2ccccc2)on1 (centres undefined)
-7,C#Cc1cc(N2CCN(C(=O)c3ccoc3)CC2)n2nc(-c3cccc(Cl)c3)cc2n1
-7,Nc1ncnc(N)c1NC(=O)c1ccccc1
-6,Cc1cccc(C(=O)Nc2ccc(NC(=O)c3cccc(C)c3)cc2)c1
-5,CCOC(=O)C1(C)CCN1C(=O)c1cc(OC)ccc1Br (centres undefined)
-4,CC(C)=CCC/C(C)=C/CNC(=O)C[C@H]1C[C@H](C(=O)N2CCCCC2)[C@@]2(C)c3[nH]c4ccc(Cl)cc4c3CCN2C1=O
-5,C/C(Nc1ccc(Cl)cc1)=C1/CCOC1=O
-5,CCc1nc2c(OCc3ccccc3C(=O)OC)cccn2c1N(C)C(=O)c1cccs1
-3,CC(C)CN(C(=O)c1cccs1)C1CCS(=O)(=O)C1 (centres undefined)
-7,CCCC1NC(=O)c2cccnc2-n2c1nc1ccc(Cl)cc1c2=O (centres undefined)

3 compounds picked at random from the list so far, as already listed:
GalR3 antag,SMILES
-7,Cc1ccccc1CN1[C@@H](C)[C@H](c2ccccc2)Oc2cccc(NCCc3ccccc3)c2S1(=O)=O
-4,O=C(NCc1cccc(F)c1)c1[nH]c(C(F)(F)F)nc1-c1ccccc1
-5,C/C(Nc1ccc(Cl)cc1)=C1/CCOC1=O

The listing continues.
GalR3 antag,SMILES
-5,CCn1c(SCC(=O)NC2CCCC2)nc2c(c1=O)SCC2
-5,CN(C)c1cccc(C(=O)OCC(=O)c2ccc[nH]2)c1
-6,COc1cccc(C(=O)NNC(=O)c2ccc3ccccc3c2)c1
-6,C[C@@H]1CN([C@@H](C)CO)C(=O)CCCn2nncc2CO[C@@H]1CN(C)C(=O)Nc1ccc(N2CCCCC2)cc1
-6,Cc1cc(S(=O)(=O)Nc2ccc(C(=O)NCCN3CCOCC3)cc2)ccc1F
-7,CC1(C(=O)NS(=O)(=O)c2ccc(F)cc2F)CCN1C(=O)C1(c2ccc(Cl)cc2)CCC1 (centres undefined)
3,O=C(N[C@@H](Cc1cccnc1)C(=O)N1CCC[C@H]1C(=O)NC1CCCC1)c1cccs1
-5,CC1(C)COC(=S)N1CCC#N
-6,COCCC(=O)N1CCOCC1c1cc(C(=O)Nc2ccccc2)no1 (centres undefined)
-5,O=C(/C=C(\Nc1cccc(Cl)c1)c1ccccc1)c1ccccc1
4,Nc1ccn([C@@H]2O[C@H](CNC(=O)[C@@H](N)CSCc3ccccc3)[C@@H](O)[C@H]2O)c(=O)n1
-7,CN(C)C(=O)c1cnc(Cc2c[nH]c3ccccc23)c(I)c1
-6,CC(C)CC1C(=O)N(Cc2cn(CCC3OCCCO3)nn2)CCS(=O)(=O)N1Cc1ccc(-c2ccc(Cl)cc2)cc1 (centres undefined)
-5,C[C@H](NC(=O)c1[nH]cnc1C(=O)N[C@@H](C)CO)c1ccccc1
-8,C#CCN(Cc1ccco1)C(=O)c1nnc2c3ccccc3n(S(=O)(=O)c3ccccc3)c2n1
-5,ClCCn1c(CCl)nc2ccc(Cl)cc21
-2,COc1ccc(NC(=O)CSc2nc3ccsc3c(=O)n2CCC(=O)O)cc1
-7,COC(=O)[C@]12C[C@H](CC(=O)NCc3ccccc3)C(=O)N(Cc3ccccc3)C1=C[C@H](C(C)(C)C)O[C@@H]2C
-6,COc1cccc(Nc2nc(C(N)c3ccccc3)cs2)n1 (centres undefined)
-2,CCOC(=O)[C@]12CCC=C1N(Cc1ccco1)C(=O)[C@H](CC(=O)NCc1ccc(OC)c(OC)c1)C2
-7,O=C(NCc1ccccc1)C(c1ccc(C(F)(F)F)cc1)n1c(=O)c(-c2cc3ccccc3[nH]2)nc2ccccc21 (centres undefined)
-3,COC(=O)c1cccc2c1C(=O)c1cc([N+](=O)[O-])ccc1-2
-7,CC(C)(C)C1CCN2CCC[C@](c3ccccc3)(C1)[C@@]21CO1 (some centres undefined)
-5,CCCNC(=O)c1cc(C2CCCCN2C(=O)CCCc2ccccc2)on1 (centres undefined)
-7,CCNC(=O)N(C)c1c(CC)nc2ccc(C(=O)N3CCN(C(C)=O)CC3)cn12
-4,O=C(CCC(=O)N1CCN(S(=O)(=O)c2ccc(Cl)cc2)CC1)NCc1cccc(C(F)(F)F)c1
-1,CC(=O)Oc1ccc(OC(C)=O)c2c1C1C=CC2CC1

Sorted by value in GalR3 antag (falling): some entries from above.
GalR3 antag,SMILES
-1,Cc1nc2cc(C)c(C)cc2o1
-2,O=C(Nc1cccc2c1CCCC2)c1cc(C2CCCCN2C(=O)CCCc2ccccc2)on1 (centres undefined)
-3,CC(C)CN(C(=O)c1cccs1)C1CCS(=O)(=O)C1 (centres undefined)
-5,C=C(C)Cn1c2ccc(NC(=S)NCc3ccccc3F)cc2c(=O)n1C
-6,O=C1Nc2ccccc2C(=O)N(C2CCCC2)C1C(=O)NC1CC1 (centres undefined)
-7,COCCNC(=O)C1(C)CCCN(C(=O)Cc2ccc3ccccc3c2)C1 (centres undefined)
-9,COc1ccc(C(=O)N2CCCC(CO)C2)cc1OC1CCN(C(C)C)CC1 (centres undefined)

These rows are one share of the data; rates above refer to the full screens.
